# D3 ag – activates the human D3 dopamine receptor; max activation, %; P35462; 410,000 compounds, 0.58% hits; D3R DiscoveRx beta-arrestin cells, luminescence, 90 min; in the data active = max activation above about 30%; also: 0% is about no effect; mostly tested at two doses, the higher about 12 µM
# Target sequence (P35462 whole entry, looked up): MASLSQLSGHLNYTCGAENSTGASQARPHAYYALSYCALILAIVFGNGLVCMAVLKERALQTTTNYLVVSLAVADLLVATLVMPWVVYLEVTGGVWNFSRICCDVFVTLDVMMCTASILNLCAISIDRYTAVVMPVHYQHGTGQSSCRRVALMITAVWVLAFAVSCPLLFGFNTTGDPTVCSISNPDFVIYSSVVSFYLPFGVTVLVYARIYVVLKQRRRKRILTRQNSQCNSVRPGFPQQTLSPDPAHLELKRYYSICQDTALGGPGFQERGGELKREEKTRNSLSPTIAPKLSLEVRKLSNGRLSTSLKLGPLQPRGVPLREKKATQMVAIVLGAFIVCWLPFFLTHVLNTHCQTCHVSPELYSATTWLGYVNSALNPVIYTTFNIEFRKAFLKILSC
#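 Agonist-mode cell screen: cells plated at 1500/well and incubated overnight at 37 °C, then exposed to library compounds for 90 min at 37 °C. Detection reagent was added for 30–60 min at room temperature, and luminescence was read.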
# MCF10A rereplic – induces DNA re-replication in MCF 10a normal breast cells | MCF 10A DNA re-replication, Hoechst nuclear intensity, 48 h | Potency, µM (highest dose often 46.1 µM), for the others: top-dose activity, positive = re-replication, actives largely listed as activators | 350,000 compounds, 2.9% hits | AID 624296; also: potency is read from the fitted curve at half-maximal effect; % of control where 0% means no effect; nearly all actives have a fitted effect of over 50% in size
# HEK293 tox – cytotoxic in the GLP-1 receptor inverse agonist counter-screen | AID 624418 | Potency, µM (top dose mostly 38.3 µM), without a hit: at the top dose activity change, negative = inhibition, usual class: inhibitors | HEK293 cAMP-luciferase reporter cells, luminescence, 24 h | 410,000 compounds, 0.13% hits;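 also: loss of luciferase light is scored as toxicity; potency is read from the fitted curve at half-maximal effect; % is scaled to controls: 0 for no effect and ±100 for the full control effect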
#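 Luminescence readout: signal drop marks cytotoxicity. Plated cells grew 12 h at 37 °C, 5% CO2, received 23 nL compound for 24 h, then got luciferase reagent, read after 12 min at RT.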
# SW480 rerep – DNA re-replication induction in SW480 cells. AID 624297. Potency, µM (titrated, usually from 46.1 µM), for inactives: at the highest dose re-replication activation, hits mostly activators. 340,000 compounds, 1.8% hits. SW480 DNA re-replication, Hoechst DNA content imaging, 48 h; also: potency is read from the fitted curve at half-maximal effect; % of control where 0% means no effect; nearly all actives have a fitted effect of over 55% in size
#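 Quantitative HTS format with DMSO vehicle controls; 48 hr drug incubation at 37 C, then 40 min Hoechst staining and scanning imager measurement at 405 nm excitation.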
# IL-1B inflam inh – inflammasome signaling inhibition, IL-1 beta readout; THP-1 LPS/ATP IL-1B secretion, AlphaLISA, 16 h; hits give low values; activity change, % at 57.5 µM; 360,000 compounds, 4.7% hits; in the data active = activity change below about -50%; inconclusive = mostly about -30% to -49%; also: % is scaled to controls: 0 for no effect and ±100 for the full control effect
#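 THP-1 cells pretreated 1 hr with compounds (up to 57.5 uM final), then stimulated with LPS (250 ng/mL final) plus ATP (1.25 mM final); secreted IL-1B measured by AlphaLISA after 16 hr, decreased signal indicating inhibition.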
# KB-3-1 cytotox – KB-3-1 parental cell cytotoxicity; KB-3-1 viability, CellTiter-Glo ATP luminescence, 72 h; Potency, µM (series often up to 46.1 µM), inactives show at the highest dose activity change, negative = cytotoxic, usual class: cytotoxic; 400,000 compounds, 1.4% hits; also: potency is read from the fitted curve at half-maximal effect; % is scaled to controls: 0 for no effect and ±100 for the full control effect; nearly all actives have a fitted effect of over 60% in size
#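 Parental KB-3-1 adenocarcinoma cells in phenol-red-free DMEM with 10% FBS were pin-treated with compounds at several concentrations, incubated 72 h at 37 °C, and viability read by CellTiter-Glo luminescence; concentration-effect curves were fitted after normalization.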
# HT1080NT lethal – kills 2HG-producing HT-1080-NT fibrosarcoma cells; HT-1080-NT fibrosarcoma viability, CellTiter-Glo ATP luminescence, 48 h; Potency, µM (series often up to 46.1 µM), for inactives: at the top dose activity, negative = less viability, actives largely listed as cytotoxic; 360,000 compounds, 1.6% hits;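 also: NT is the 2HG producing partner of a matched IDH1 knockdown line; potency is read from the fitted curve at half-maximal effect; 0% = DMSO-treated cells and -100% = media-only wells without cells; nearly all actives have a fitted effect of over 55% in size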
#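 HT-1080-NT fibrosarcoma cells (2HG-overproducing), 750 cells/well in RPMI with 5% FBS, dosed after 2 h and incubated 48 h at 37C. CellTiter-Glo luminescence normalized to DMSO and no-cell wells; concentration-response curves fitted and classed.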
# HT1080 IDH1KD tx – HT-1080 IDH1 knockdown cell toxicity (counter line) | 360,000 compounds, 2% hits | HT-1080 IDH1 knockdown viability, ATP luminescence, 48 h | Potency, µM (highest dose often 46.1 µM), for inactives: top-dose activity, negative = toxicity, most hits filed as cytotoxic;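 also: potency is read from the fitted curve at half-maximal effect; 0% = DMSO wells and -100% = cell-free medium wells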
#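 In this qHTS, HT-1080 cells depleted of IDH1 are exposed for 48 h at 37 °C to compound titrations. Toxicity is scored from CellTiter-Glo luminescence, with DMSO as full viability and medium alone as none.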
# KB-V1 cytotox – kills drug-selected multidrug resistant KB-V1 cells. KB-V1 MDR cells viability, CellTiter-Glo, 72 h. Potency, µM (top dose mostly 46.1 µM), without a hit: top-dose activity change, negative = cytotoxicity, most hits filed as cytotoxic. 400,000 compounds, 3.4% hits. AID 1347076; also: potency is read from the fitted curve at half-maximal effect; % is scaled to controls: 0 for no effect and ±100 for the full control effect; nearly all actives have a fitted effect of over 60% in size
#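 Cells of the MDR subline KB-V1 are plated, dosed with compound at multiple concentrations, and incubated 72 h at 37 degrees C; CellTiter-Glo is then added and luminescence read after 10 min.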
# Active calls of the source: *; ? = inconclusive; . = no result given; [ ] = another dose, or the depositor's remark. Unless noted, calls follow the shape of the dose curve; as a rule, active = well fitted curve in the direction sought with a large enough effect; inconclusive = small, poorly fitted or top-dose-only effect, or another doubt; inactive = no such curve, though single readings can be large; an effect the other way counts as inactive or inconclusive. Compounds as they come; overall some 11% were active at least once.
SMILES,D3 ag,MCF10A rereplic,HEK293 tox,SW480 rerep,IL-1B inflam inh,KB-3-1 cytotox,HT1080NT lethal,HT1080 IDH1KD tx,KB-V1 cytotox
Cn1c(NC(=O)c2ccccc2F)cc(=O)n(C)c1=O,-3,-1%,0%,-13%,-1,15%,0%,12%,?
Cc1ccc(S(=O)(=O)Nc2cc(C(F)(F)F)ccc2N2CCOCC2)c(C)c1,-1,?,-3%,-4%,?,-30%,-26%,-19%,?
CN(C)c1ccc(C(=O)OCC(=O)c2ccc[nH]2)cc1,-4,3%,7%,5%,-25,-1%,1%,14%,-4%
COC(=O)Cc1c(C)c2ccc(OC(=O)c3ccccc3)cc2oc1=O,6,-10%,107%[activator],-29%,10,-1%,10%,1%,-1%
CCN1C(=O)[C@H]2[C@H]3CN=C(SC)N3[C@@](C)(C(=O)OC)[C@H]2C1=O,10,5%,1%,-2%,17,0%,2%,6%,0%
O=C(COc1ccc2ccc(=O)oc2c1)N1CC[C@@]2(O)CCCC[C@H]2C1,-5,-5%,-4%,-1%,3,0%,0%,2%,-6%
COc1ccc(C(=O)NC2CCCCC2)cc1S(=O)(=O)N1CCCC1,2,3%,61%[activator],-5%[9.22 µM],0,?,2%,0%,-8%
O=C(CCC(=O)c1ccc(Oc2ccccc2)cc1)Nc1ccc(Cl)cc1Cl,-3,?,-4%,5.8µM*,?,-6%,-7%,0%,-7%
CC(=O)Nc1ccc(S(=O)(=O)N2CCc3cc4c(cc3C2C)OCCCO4)cc1 (stereo not given),-4,5%,5%,-18%,-12,-5%,-1%,-3%,-7%
O=C(Nc1ccc(CN2CCCCC2)cc1)c1cccc(F)c1,-1,5%,0%,-7%,-3,-15%,9%,-2%,-17%
COc1ccc(/C=N/Nc2nc(-c3cccc(S(=O)(=O)N4CCCC4)c3)cs2)c(OC)c1,6,?,-11%,14%,-6,18µM*,-15%,-1%,2.6µM*
CC(C)CCNC(=O)c1ccc(CSCc2cccc(F)c2)o1,-6,19%,26%,-5%,-63*,-11%,-1%,1%,?
CCCNC(=O)C1(C)CCN(C(=O)c2cccc(C(F)(F)F)c2)C1 (stereo not given),4,.,1%,.,6,0%,20%,1%,1%
CNS(=O)(=O)c1cc(NC(C)=O)c(C)cc1C,3,1%,23%,1%,4,-6%,-1%,2%,-18%
O=C(Nc1ccc(F)cc1)NC1CCCc2ccccc21 (stereo not given),8,25%,9%,-1%,25,-9%,-1%,-5%,7%
CCOC(=O)c1ccc(NC(=O)CC2Sc3ccc(C(F)(F)F)cc3NC2=O)cc1 (stereo not given),2,.,53%[activator],.,.,3%,.,.,-7%
COc1cc(C2C(C#N)=C(N)OC3=C2C(=O)CCC3)cc(OC)c1OC(=O)N1CCOCC1 (stereo not given),2,0%,-13%,-1%,0,9%,13%,11%,3%
Cc1oc(-c2ccc(C(=O)Nc3cc(F)ccc3F)cc2)nc1COc1ccccc1,3,.,17%,.,.,-16%,.,.,0%
O=C(NC1CCCC1)c1ccc(S(=O)(=O)N2CCCC2)cc1,8,0%,11%,2%,10,-1%,5%,1%,-21%
COc1ccc(C2(CNC(=O)c3ccco3)CCOCC2)cc1,11,0%,-13%,-10%,55,3%,22%,21%,10%
CC(C)N(c1ccccc1)c1ncnc(NCCC(=O)O)c1[N+](=O)[O-],0,1%,-10%,-5%,11,0%,-2%,-11%,0%
O=C(O)CCc1ccc(-c2cccs2)n1CC1CCCO1 (stereo not given),-3,-183%[0.0737 µM],5%,-2%,4,-1%,-1%,-3%,8%
CC1=C(C(=O)OCC2CCCO2)C(c2cccc(C(F)(F)F)c2)C2=C(CC(c3ccco3)CC2=O)N1 (stereo not given),-6,?,18%,?,-53*,16µM*,-28%,?,?
CC(C)c1nc(SCC(=O)Nc2ccc3c(c2)OCO3)n[nH]1,4,4%,-5%,-2%,25,3%,14%,7%,21%
CCOC(=O)N1CCN(S(=O)(=O)c2ccc3c(c2)CCN3C(=O)CC)CC1,-3,-1%,-2%,-3%,18,-4%,1%,-15%,?

# Next part:
SMILES,D3 ag,MCF10A rereplic,HEK293 tox,SW480 rerep,IL-1B inflam inh,KB-3-1 cytotox,HT1080NT lethal,HT1080 IDH1KD tx,KB-V1 cytotox
Cc1cccc(C)c1NC(=O)c1cc(S(=O)(=O)N2CCOCC2)cn1C,4,-2%,4%,-1%,-7,27%,0%,7%,?
CCOc1ccc(C(=O)NC(=S)Nc2ccc(NC(=O)C(C)C)cc2)cc1[N+](=O)[O-],-14,1%,-8%,-7%,-8,-7%,0%,-9%,2%
COc1cccc(NC(=O)C2CCCN2C(=O)NC2CCCCC2)c1 (stereo not given),-1,1%,-3%,-1%,27,4%,3%,24%,-8%
O=C(COC(=O)c1cccnc1Cl)NC(=O)c1ccc(OC(F)F)cc1,-9,-2%,14%,-6%,1,-4%,0%,1%,29%
CCC(C)(C)n1nnnc1C(c1cccnc1)N1CCCC(C)C1 (stereo not given),2,0%,4%,6%,3,2%,15%,1%,-4%
C=CCN1C(=O)c2ccc(C(=O)N3CCN(S(=O)(=O)c4ccc(C(C)C)cc4)CC3)cc2C1=O,-1,8%,-18%,-147%[inhibitor],20,2%,19%,10%,15%
CCCNC(=O)CN1CCN(c2ccc(NC(=O)c3ccc(OC)cc3)cc2C(=O)O)CC1,-6,.,4%,.,.,14%,.,.,14%
c1ccc(CNc2nc(-c3ccccc3)nc3ccccc23)cc1,-13,9%,-22%,1%,-89*,-8%,-27%,?,?
CN(c1ccc(O)cc1)c1nc(-c2cccs2)cs1,4,?,0%,-6%,3,0%,-27%,-23%,?
O=C(COc1ccc(Br)cc1)Nc1ccc(CN2CCOCC2)cc1,-7,8%,5%,3%,0,11%,1%,2%,0%
COC(=O)c1oc2ccc(Cl)cc2c1-n1cccc1,0,-1%,5%,0%,12,7%,6%,5%,0%
Cc1nccnc1Sc1ccccc1,-2,6%,-13%,-4%,-13,4%,5%,13%,-8%
CC(C)N(CC#CC(O)(c1ccccc1)c1ccccc1)CCO,0,7%,-1%,-1%,-1,4%,-1%,2%,-5%
O=C(Nc1ccccc1N1CCOCC1)c1ccccc1NS(=O)(=O)c1ccc(F)c(F)c1,2,?,7%,9%[9.22 µM],59,?,18µM*,?,?
CCCCn1c(N)c(N(CCOC)C(=O)COC(=O)c2ccccc2NCCO)c(=O)[nH]c1=O,-3,4%,4%,-2%,14,19%,-2%,-9%,?
Cc1ccc(NC(=O)c2cc(C)nc3ccccc23)cc1,1,7%,-6%,1%,19,3%,6%,1%,-4%
O=C(/C=C/c1cc([N+](=O)[O-])ccc1OC(F)F)Nc1cccc([N+](=O)[O-])c1,4,-7%,-26%,1%,-14,6%,2%,-1%,0%
CC1(c2nnc(Cc3ccccc3)o2)CC(c2cccc(F)c2)=NO1 (stereo not given),1,6%,-6%,-8%,19,3%,-11%,6%,11%
COC(=O)c1sccc1NC(=O)Nc1cc(OC)ccc1OC,-1,2%,-2%,1%,-2,20%,17%,8%,?
O=C(Cc1ccc(Br)cc1)Nc1ccccc1N1CCCC1,5,-7%,-25%,8%,13,0%,0%,-2%,-4%
Cc1ccc(CNCc2cccnc2)s1,3,?,5%,8%,-13,-16%,-6%,3%,11%
NC(=O)c1ccc[n+](CC(=O)c2ccc(NC(=O)c3ccccc3)cc2)c1,0,9%,0%,0%,-27,-3%,-2%,2%,?
C/C(=N\NC(=O)c1cccc(N/N=C(\C)c2ccccc2)c1)c1ccccc1,0,5%,8%,-7%,0,-1%,?,?,-2%
CCOc1ncccc1C(=O)OCC(=O)N(CC(C)C)c1c(N)n(Cc2ccccc2)c(=O)[nH]c1=O,3,?,-3%,-49%[inhibitor],-15,10%,5%,5%,6%

# Grouped by structure: the entries above with an aryl methoxy group (seven)
SMILES,D3 ag,MCF10A rereplic,HEK293 tox,SW480 rerep,IL-1B inflam inh,KB-3-1 cytotox,HT1080NT lethal,HT1080 IDH1KD tx,KB-V1 cytotox
COc1ccc(C(=O)NC2CCCCC2)cc1S(=O)(=O)N1CCCC1,2,3%,61%[activator],-5%[9.22 µM],0,?,2%,0%,-8%
COc1ccc(/C=N/Nc2nc(-c3cccc(S(=O)(=O)N4CCCC4)c3)cs2)c(OC)c1,6,?,-11%,14%,-6,18µM*,-15%,-1%,2.6µM*
COc1cc(C2C(C#N)=C(N)OC3=C2C(=O)CCC3)cc(OC)c1OC(=O)N1CCOCC1 (stereo not given),2,0%,-13%,-1%,0,9%,13%,11%,3%
COc1ccc(C2(CNC(=O)c3ccco3)CCOCC2)cc1,11,0%,-13%,-10%,55,3%,22%,21%,10%
COc1cccc(NC(=O)C2CCCN2C(=O)NC2CCCCC2)c1 (stereo not given),-1,1%,-3%,-1%,27,4%,3%,24%,-8%
CCCNC(=O)CN1CCN(c2ccc(NC(=O)c3ccc(OC)cc3)cc2C(=O)O)CC1,-6,.,4%,.,.,14%,.,.,14%
COC(=O)c1sccc1NC(=O)Nc1cc(OC)ccc1OC,-1,2%,-2%,1%,-2,20%,17%,8%,?

# Screens (PubChem BioAssay)
